LMNA splice mod – changes lamin A minigene splicing in HeLa cells; HeLa LMNA splicing GFP/RFP minigene ratio, 48 h; Potency, µM (top dose mostly 46.1 µM), for the others: top-dose ratio change, negative = inhibition, actives largely listed as inhibitors; 200,000 compounds, 0.01% hits; active = well fitted inhibition curve with a large enough effect in the signal ratio, with a control signal flat, not every such curve was filed as active; inconclusive = small, poorly fitted or top-dose-only effect, or effect the other way, or a change in a side signal; the % refers to the signal ratio; also: % is scaled to controls: 0 for no effect and ±100 for the full control effect
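S3 HeLa cells stably expressing lamin A-EGFP splicing minigene plus DsRed2, 600 cells/well, 48 h compound exposure at 37C. Laser-scanning cytometry; analysed as GFP (500-530 nm)/RFP (575-640 nm) total intensity ratio; 0.5% DMSO vehicle.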
Epigenetic derep – regulators of epigenetic silencing causing reporter derepression in mouse cells; murine LDR cells, GFP reporter derepression, 30 h; 280,000 compounds, 0.2% hits; Potency, µM (series often up to 53.9 µM), for the others: at the top dose GFP activation, usual class: activators; AID 1865; active = well fitted activation curve with a large enough effect; inconclusive = small, poorly fitted or top-dose-only effect; also: % of control where 0% means no effect; nearly all actives have a fitted effect of over 60% in size
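In this reporter-derepression format, murine cells bearing a silenced integrated CMV-GFP locus incubate with test compound (30 h, 37 C), then are washed and imaged; fluorescent objects of 20–120 um count as induced cells.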
Active calls of the source: *; [ ] = remark or other dose. Potency is read from the fitted curve at half-maximal effect. Not all compounds are listed; the hit share may differ from the screen's.

The first 2 entries, to show the layout:
For CCN1CCN(C(=O)Cn2c(-c3cccs3)cc3cc(Cl)ccc32)CC1 the results were LMNA splice mod -20%[46 µM] and Epigenetic derep -1.2%.
Screening COc1ccc(-n2ccn(Cc3ccccc3Cl)c(=O)c2=O)cc1OC returned LMNA splice mod 9%[46 µM] and Epigenetic derep 2.8%.

The listing, previewed entries included:
For CCN1CCN(C(=O)Cn2c(-c3cccs3)cc3cc(Cl)ccc32)CC1 the results were LMNA splice mod -20%[46 µM] and Epigenetic derep -1.2%.
Screening COc1ccc(-n2ccn(Cc3ccccc3Cl)c(=O)c2=O)cc1OC returned LMNA splice mod 9%[46 µM] and Epigenetic derep 2.8%.
For CCOC(=O)N1CCN(Cc2nc3cc(NC(=O)C(C)C)ccc3n2C(C)C)CC1 the results were LMNA splice mod inconclusive and Epigenetic derep 4.8%.
`CCOc1ccccc1NC(=O)N(C)CCc1c(C)nn(CC)c1C` gave LMNA splice mod -6%[46 µM] and Epigenetic derep -4.3%.
For O=C(NCC(c1ccc(Cl)cc1)N1CCCCC1)c1ccccc1F (stereo not given) the results were LMNA splice mod inconclusive and Epigenetic derep 0.0%.
`CCCCN(C)C(=O)Cn1c(SCC(=O)Nc2ccc(C)c(C)c2)nc2ccccc21` gave LMNA splice mod -10%[46 µM] and Epigenetic derep -1.9%.
`Cc1cccc(C(=O)Nc2nnc(S(=O)(=O)N(C)Cc3ccco3)s2)c1` gave LMNA splice mod 21%[46 µM] and Epigenetic derep 0.0%.
Screening CCOc1cccc(CC(=O)N2CCc3c([nH]c4ccccc34)C2c2ccc(OC)cc2)c1OCC (stereo not given) returned LMNA splice mod inconclusive and Epigenetic derep -7.9%.
Cc1ccc(CNS(=O)(=O)c2ccc3[nH]c4c(c3c2)CCCCC4)cc1 was read as LMNA splice mod inconclusive and Epigenetic derep 2.5%.
Screening COCCn1c(C)cc(O)c(C(c2ccccc2)N2CCN(CCO)CC2)c1=O (stereo not given) returned LMNA splice mod 1%[46 µM] and Epigenetic derep 2.4%.
`CCN(CC)CCn1c2c(c(SCC(=O)Nc3cccc(C(F)(F)F)c3)nc1=O)CCC2` gave LMNA splice mod inconclusive and Epigenetic derep 1.4%.
For O=C(CCn1cccn1)Nc1cccc(C(F)(F)F)c1 the results were LMNA splice mod inconclusive and Epigenetic derep 0.0%.
COc1cccc(CNC(=O)Cn2c(SCC(=O)Nc3ccc(C)c(C)c3)nc3ccccc32)c1 was read as LMNA splice mod inconclusive and Epigenetic derep 3.3%.
Screening COc1ccccc1NC(=O)C(=O)NCC(c1ccc2c(c1)OCO2)N1CCN(C)CC1 (stereo not given) returned LMNA splice mod -14%[46 µM] and Epigenetic derep 4.2%.
Screening CCOC(=O)c1c(S(=O)(=O)N2CCCC(C(=O)N3CCN(c4ccc(F)cc4)CC3)C2)c(C)n(C)c1C (stereo not given) returned LMNA splice mod -7%[46 µM] and Epigenetic derep -1.3%.
`CCOC(=O)c1cc(-c2ccccc2)n(CCCC(=O)Nc2cccc(Cl)c2C)c1C` gave LMNA splice mod inconclusive and Epigenetic derep -1.1%.
Screening CCCCOC(=O)c1ccc(OC(=O)c2sc3ncn(Cc4cccc(F)c4)c(=O)c3c2C)cc1 returned LMNA splice mod 8%[46 µM] and Epigenetic derep 1.1%.
For O=C(NCc1ccccc1)c1ccc2c(c1)sc1nc(-c3ccc(F)cc3)cn12 the results were LMNA splice mod inconclusive and Epigenetic derep 0.2%.
For CCc1ccc(-c2[nH]c3c(c2-c2c(-n4cccc4)n(C)c(=O)n(C)c2=O)c(=O)n(C)c(=O)n3C)cc1 the results were LMNA splice mod -9%[46 µM] and Epigenetic derep -3.2%.
For O=C(O)c1ccc(Cn2cnc3cccnc32)cc1 the results were LMNA splice mod 17%[46 µM] and Epigenetic derep -3.4%.
COC(=O)c1ccc2c(=O)n(CCc3ccc(S(N)(=O)=O)cc3)c(SCC(=O)C(C)(C)C)nc2c1 was read as LMNA splice mod -10%[46 µM] and Epigenetic derep 6.3%.
Screening CCOc1ccc(CC(=O)NCCc2csc3nc(-c4ccccc4F)nn23)cc1 returned LMNA splice mod 7%[46 µM] and Epigenetic derep -1.7%.
Screening COC(=O)c1ccc(NC(=O)C2CCN(S(=O)(=O)c3ccc4c(c3)CCCN4C(C)=O)CC2)cc1 returned LMNA splice mod inconclusive and Epigenetic derep 1.4%.
For Cc1ccc2nc(NC(=O)CSc3nccn3Cc3ccc(Cl)cc3)sc2c1 the results were LMNA splice mod inconclusive and Epigenetic derep 0.0%.
For Cc1ccc(C(=O)N2CCN(c3ccc(F)cc3)CC2)cc1NC(=O)c1nsc2ccccc12 the results were LMNA splice mod inconclusive and Epigenetic derep inconclusive.
`Cc1cc(=O)n(Cc2c(F)cccc2Cl)c2c1c(C)nn2C` gave LMNA splice mod -11%[46 µM] and Epigenetic derep 1.5%.
`Cc1cccc(NC(=O)C2CCN(S(=O)(=O)c3ccc4c(c3)CCCN4C(=O)C3CCC3)CC2)c1` gave LMNA splice mod -2%[46 µM] and Epigenetic derep 0.0%.
`Cc1c(C(=O)N(Cc2ccc(Cl)cc2)CC2CCCO2)oc2ccc(F)cc12` (stereo not given) gave LMNA splice mod inconclusive and Epigenetic derep -3.2%.
Screening COc1cc(C(=O)Nc2ccc3c(c2)N(C2CCCC2)C(=O)c2ccccc2S3)cc(OC)c1OC returned LMNA splice mod inconclusive and Epigenetic derep 0.0%.
Screening Cc1nc(-n2nc(C)c(Cc3ccccc3Cl)c2C)sc1C(=O)N1CCC(C)CC1 returned LMNA splice mod -1%[46 µM] and Epigenetic derep -3.2%.
`COc1ccccc1Cn1ccn(Cc2c(F)cccc2Cl)c(=O)c1=O` gave LMNA splice mod inconclusive and Epigenetic derep 0.8%.
`Cc1ccc(CNC(=O)c2cc(S(=O)(=O)N3CCCCCC3)cn2C)cc1` gave LMNA splice mod inconclusive and Epigenetic derep -1.7%.
O=C(/C=C/c1ccccc1)Nc1nc(-c2cccs2)ns1 was read as LMNA splice mod -2%[46 µM] and Epigenetic derep -2.2%.
For Cc1ccc(C2c3[nH]c4ccccc4c3CCN2C(=O)Nc2ccc(C)c(C)c2)cc1 (stereo not given) the results were LMNA splice mod inconclusive and Epigenetic derep -0.9%.
`COc1ccccc1Nc1sc(C(=O)c2ccc(F)cc2)c(N)c1S(=O)(=O)c1ccc(C)cc1` gave LMNA splice mod inconclusive and Epigenetic derep -1.7%.
Screening CCOC(=O)CN1C(=O)N(c2ccc(C)c(C)c2)S(=O)(=O)c2ccccc21 returned LMNA splice mod inconclusive and Epigenetic derep -1.3%.
CCN(CC)S(=O)(=O)c1ccc2c(c1)N(CC(=O)N1CCN(c3cccc(OC)c3)CC1)C(=O)CO2 was read as LMNA splice mod 1%[46 µM] and Epigenetic derep -1.1%.
COc1ccc(S(=O)(=O)n2nc(C)c(S(=O)(=O)N3CCCCCC3)c2C)cc1C was read as LMNA splice mod 12%[46 µM] and Epigenetic derep -1.7%.
O=C(NC1CCCCC1)c1ccc2c(c1)N(Cc1cccc(Cl)c1)C(=O)c1ccccc1S2=O (stereo not given) was read as LMNA splice mod 7%[46 µM] and Epigenetic derep -0.2%.
Screening Cc1ccccc1CN1C(=O)c2ccccc2Sc2ccc(C(=O)N3CCCC3)cc21 returned LMNA splice mod inconclusive and Epigenetic derep -1.1%.
For Cc1ccc(S(=O)(=O)c2c(Nc3ccc(C)c(C)c3)sc(C(=O)c3ccc4c(c3)OCO4)c2N)cc1 the results were LMNA splice mod inconclusive and Epigenetic derep 0.6%.
For COc1ccc(C(=O)c2oc3ccccc3c2NC(=O)COc2ccc(C)cc2)cc1 the results were LMNA splice mod -2%[46 µM] and Epigenetic derep 14%.
`CC(C)c1nn2c(=O)cc(COC(=O)c3cccc(NC(=O)c4cccs4)c3)nc2s1` gave LMNA splice mod -13%[46 µM] and Epigenetic derep 5.9%.
Cc1ccc(-c2cc(C(=O)NCCc3ccccc3)c3ccccc3n2)cc1C was read as LMNA splice mod 3%[46 µM] and Epigenetic derep 5.3%.
For COc1ccc(CCNC(=O)C(=O)NCC(c2cccs2)S(=O)(=O)c2ccc(C)cc2)cc1 (stereo not given) the results were LMNA splice mod -8%[46 µM] and Epigenetic derep 17%.
For COc1ccccc1-n1c(=O)n(C)c2c(C(N)=O)nc(-c3cc(OC)c(OC)c(OC)c3)nc21 the results were LMNA splice mod -3%[46 µM] and Epigenetic derep -3.3%.
For Cc1nn2c(C)c(C(=O)NC(C)(C)C)cnc2c1-c1ccc(F)cc1 the results were LMNA splice mod inconclusive and Epigenetic derep -0.2%.
For CCCCc1nn2c(=O)cc(COC(=O)c3ccc(NC(=O)C4CCCCC4)cc3)nc2s1 the results were LMNA splice mod -2%[46 µM] and Epigenetic derep 3.3%.

2 entries picked at random from those above:
For COc1ccc(CCNC(=O)C(=O)NCC(c2cccs2)S(=O)(=O)c2ccc(C)cc2)cc1 (stereo not given) the results were LMNA splice mod -8%[46 µM] and Epigenetic derep 17%.
Screening Cc1ccccc1CN1C(=O)c2ccccc2Sc2ccc(C(=O)N3CCCC3)cc21 returned LMNA splice mod inconclusive and Epigenetic derep -1.1%.

Arranged by molecular weight (falling): 5 of the compounds above.
For CCCCc1nn2c(=O)cc(COC(=O)c3ccc(NC(=O)C4CCCCC4)cc3)nc2s1 the results were LMNA splice mod -2%[46 µM] and Epigenetic derep 3.3%.
`CC(C)c1nn2c(=O)cc(COC(=O)c3cccc(NC(=O)c4cccs4)c3)nc2s1` gave LMNA splice mod -13%[46 µM] and Epigenetic derep 5.9%.
Screening Cc1ccccc1CN1C(=O)c2ccccc2Sc2ccc(C(=O)N3CCCC3)cc21 returned LMNA splice mod inconclusive and Epigenetic derep -1.1%.
For COc1ccc(C(=O)c2oc3ccccc3c2NC(=O)COc2ccc(C)cc2)cc1 the results were LMNA splice mod -2%[46 µM] and Epigenetic derep 14%.
Cc1ccc(-c2cc(C(=O)NCCc3ccccc3)c3ccccc3n2)cc1C was read as LMNA splice mod 3%[46 µM] and Epigenetic derep 5.3%.

More structures follow.
`CCOC(=O)c1cc(S(=O)(=O)N2CCN(c3cccc(OC)c3)CC2)[nH]n1` gave LMNA splice mod -2%[46 µM] and Epigenetic derep -0.9%.
Cc1ccc(C)c(N2CCN(C(=O)c3cc(S(=O)(=O)N4CCCCCC4)cn3C)CC2)c1 was read as LMNA splice mod inconclusive and Epigenetic derep -0.9%.
Fc1ccc(CN2CCc3nc(Nc4ccccc4)ncc3C2)cc1F was read as LMNA splice mod inconclusive and Epigenetic derep -2.3%.
For O=C(NCCc1ccc(Cl)cc1)C1(c2cccs2)CCOCC1 the results were LMNA splice mod -5%[46 µM] and Epigenetic derep 6.7%.
For COc1ccc(NC(=O)Cn2cnc3c(nc4n3CCCCC4)c2=O)cc1Cl the results were LMNA splice mod -2%[46 µM] and Epigenetic derep 2.1%.
`COc1ccc(CCNC(=O)C(C)n2c(=O)cc(-c3ccccc3)c3c(C)nn(C)c32)cc1OC` (stereo not given) gave LMNA splice mod 1%[46 µM] and Epigenetic derep 2.5%.
Screening Cc1ccc(C)c(N2CCN(S(=O)(=O)c3ccc(F)c(C(=O)Nc4ccc(Cl)cc4Cl)c3)CC2)c1 returned LMNA splice mod -8%[46 µM] and Epigenetic derep 4.7%.
`CCNc1nc2c(c(=O)n(C)c(=O)n2C)n1Cc1ccc(F)cc1` gave LMNA splice mod -14%[46 µM] and Epigenetic derep 0.3%.
`CCN(Cc1ccccc1)C(=O)c1c(C)oc2ncn(C)c(=O)c12` gave LMNA splice mod 2%[46 µM] and Epigenetic derep -1.3%.
Cc1ccccc1CN1CCN(CC(=O)NCc2ccccc2Cl)C1=O was read as LMNA splice mod 8%[46 µM] and Epigenetic derep 0.8%.
`Cc1cccc(CS(=O)(=O)Cc2ccc(C(=O)NC(C)c3ccccc3)o2)c1` (stereo not given) gave LMNA splice mod 24%[46 µM] and Epigenetic derep 2.4%.
`Cc1ccc(-n2nc(C(=O)N3CCN(c4ccc(F)cc4)CC3)c(=O)n(C)c2=O)cc1` gave LMNA splice mod inconclusive and Epigenetic derep -1.7%.
Cc1ccc(-c2cn3c(n2)sc2cc(C(=O)NCCCc4ccccc4)ccc23)c(C)c1 was read as LMNA splice mod -4%[46 µM] and Epigenetic derep 0.8%.
Cc1ccc(OCC(=O)Nc2nnc(SCc3cc(=O)n4cccc(C)c4n3)s2)cc1 was read as LMNA splice mod inconclusive and Epigenetic derep -0.5%.
Screening CCC1Oc2ccc(C)cc2N(CC(=O)N2CCN(c3ccccc3OC)CC2)C1=O (stereo not given) returned LMNA splice mod -15%[46 µM] and Epigenetic derep 1.2%.
For CCn1c(CN2CCCCC2)nc2cc(NC(=O)COc3ccc(C(C)(C)C)cc3)ccc21 the results were LMNA splice mod inconclusive and Epigenetic derep inconclusive.
For CCCCN(C)C(=O)c1ccc2c(c1)NC(=O)C(CC(C)C)N2 (stereo not given) the results were LMNA splice mod 0%[46 µM] and Epigenetic derep 0.6%.
`COc1cccc2cc(-c3nc(Nc4cccc(C)c4C)sc3C)c(=O)oc12` gave LMNA splice mod 9%[46 µM] and Epigenetic derep -0.2%.
CC(=O)c1ccc(N2CCN(c3ncnc4c3c(-c3ccccc3)cn4-c3ccc(Cl)cc3)CC2)cc1 was read as LMNA splice mod inconclusive and Epigenetic derep 3.6%.
For Cc1ccc(OCC(=O)Nc2cccc(-c3nc4ccccc4s3)c2)cc1 the results were LMNA splice mod inconclusive and Epigenetic derep -0.5%.
For COc1ccc(F)cc1S(=O)(=O)NCCc1csc(-c2ccc(Cl)cc2)n1 the results were LMNA splice mod -10%[46 µM] and Epigenetic derep -0.9%.
